# CXCR6 block = blocks human CXCR6 beta-arrestin recruitment; O00574; CHO-K1 PathHunter CXCR6 beta-arrestin, luminescence; inhibition, % at 20 µM; 360,000 tested, 0.36% active; AID 602244; in the data active = inhibition above about 34%, passing the limit was not always enough;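 also: antagonist mode with CXCL16 agonist at 10 nM final; 0% = 10 nM CXCL16 with DMSO and 100% = unstimulated wells without agonist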
# Target sequence (O00574 whole entry, looked up): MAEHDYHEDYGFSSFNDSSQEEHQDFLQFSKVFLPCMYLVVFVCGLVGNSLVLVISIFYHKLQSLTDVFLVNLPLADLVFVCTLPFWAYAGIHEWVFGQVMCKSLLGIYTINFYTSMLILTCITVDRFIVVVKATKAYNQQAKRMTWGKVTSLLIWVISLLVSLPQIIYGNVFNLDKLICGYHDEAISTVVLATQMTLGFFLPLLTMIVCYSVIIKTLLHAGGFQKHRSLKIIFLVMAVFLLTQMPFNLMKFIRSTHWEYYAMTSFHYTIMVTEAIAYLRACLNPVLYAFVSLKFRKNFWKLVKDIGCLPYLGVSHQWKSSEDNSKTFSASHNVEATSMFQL
# UBC13 polyUb = inhibitors of human UBC13 polyubiquitin chain formation. P61088. TR-FRET. inhibition, % at 20 µM. 330,000 tested, 0.47% active. AID 485273; in the data active = inhibition above about 45%, passing the limit was not always enough
# 697 NFkB inh = lowers PMA/ionomycin-induced NF-kB signal in 697 B cells. 697 B-cell NF-kB luciferase reporter, 16 h. inhibition, % at 4 µM. 330,000 tested, 0.33% active. AID 435022; in the data active = inhibition above about 35%
# APJ antagonist = APJ receptor antagonism | P35414 | CHO-K1 APJ beta-arrestin complementation, luminescence | inhibition, % at 20 µM | 330,000 tested, 0.32% active | AID 2521;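 active = inhibition above about 40% at 20 µM, limit read from the data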;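 also: cells challenged with 10 nM apelin-13 agonist together with compound; plate controls were apelin-13 plus DMSO wells for no effect and DMSO wells lacking apelin-13 for full effect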
# Target sequence (P35414 whole entry, looked up): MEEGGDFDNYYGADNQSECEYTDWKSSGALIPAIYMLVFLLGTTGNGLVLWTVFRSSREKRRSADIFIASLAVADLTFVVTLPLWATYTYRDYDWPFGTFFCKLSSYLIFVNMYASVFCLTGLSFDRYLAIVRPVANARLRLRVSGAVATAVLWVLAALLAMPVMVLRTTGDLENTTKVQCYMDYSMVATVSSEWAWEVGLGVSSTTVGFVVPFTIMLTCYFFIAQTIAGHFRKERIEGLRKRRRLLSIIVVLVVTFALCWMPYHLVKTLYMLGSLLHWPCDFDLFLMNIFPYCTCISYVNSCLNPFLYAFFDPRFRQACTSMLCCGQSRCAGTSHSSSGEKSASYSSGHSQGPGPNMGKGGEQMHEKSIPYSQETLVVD
# Jurkat NFkB inh = inhibitors of the PMA/ionomycin-induced NF-kB reporter in Jurkat cells; PMA/ionomycin-induced NF-kB luciferase reporter, luminescence; inhibition, % at 4 µM; 330,000 tested, 0.53% active; in the data active = inhibition above about 50%
# CCR6 antagonist = antagonists of human CCR6 receptor; CHO-K1 CCR6 PathHunter beta-arrestin, luminescence, CCL20-stimulated; inhibition, % at 20 µM; 340,000 tested, 0.49% active; AID 493098;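 active = compounds whose inhibition of the agonist-driven luminescence signal at 20 µM reaches about 50%, limit read from the data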;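 also: cells stimulated with CCL20 at 14 nM final; plate controls were DMSO with CCL20 for no effect and DMSO without agonist for full effect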
# EBI2 block = antagonists of human EBI2 receptor; P32249; EBI2 beta-arrestin recruitment, luminescence, 7a,25-OHC stimulated; inhibition, % at 5 µM; 360,000 tested, 0.81% active; AID 651636; in the data active = inhibition above about 38%;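 also: enzyme fragment complementation signal reports receptor beta-arrestin coupling in cells; 0% = agonist plus DMSO wells and 100% = wells without agonist; some results beyond the cut were filed as inactive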
# Target sequence (P32249 whole entry, looked up, the tested form may be a part): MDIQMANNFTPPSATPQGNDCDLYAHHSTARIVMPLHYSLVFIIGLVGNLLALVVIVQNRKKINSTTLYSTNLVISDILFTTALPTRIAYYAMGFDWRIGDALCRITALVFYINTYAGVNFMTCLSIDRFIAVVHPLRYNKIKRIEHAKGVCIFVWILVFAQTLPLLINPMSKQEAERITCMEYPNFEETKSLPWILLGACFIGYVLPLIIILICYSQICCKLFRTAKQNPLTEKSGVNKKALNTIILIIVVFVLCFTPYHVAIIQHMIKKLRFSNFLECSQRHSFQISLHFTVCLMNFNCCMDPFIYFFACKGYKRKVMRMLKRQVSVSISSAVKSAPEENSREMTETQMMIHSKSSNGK
# Gli-Sufu block = Gli-Sufu pathway antagonism; inhibition, % at 5 µM; 340,000 tested, 0.74% active; Sufu-KO-LIGHT fibroblasts, Gli luciferase reporter luminescence;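 active = inhibition above about 55%, limit read from the data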;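 also: 0% = DMSO-treated cells and 100% = wells with medium but no cells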
# * hit, by the source's call; x = not tested or not shown.
1) CSc1sc(C(=O)N(C)C)cc1S(=O)(=O)C(C)C
2) COc1ccc(OCc2cc(C(=O)N[C@H]3CCCCNC3=O)no2)c(Cl)c1
3) Cc1cc(C)nc(SCC(=O)Nc2ncc3c(n2)CC(C)(C)CC3=O)n1
4) CCC1(c2ccc(OC)cc2)NC(=O)N(CC(=O)N2CCc3ccccc32)C1=O (stereo not drawn)
5) COc1ccc(CCC(=O)OCC(=O)Nc2ccccc2OC(F)F)cc1OC
6) O=C(Nc1cc(S(=O)(=O)N2CCOCC2)ccc1N1CCCC1)C1CC1
7) O=C(Nc1cccnc1)c1cccc(NC(=O)c2ccco2)c1
8) COCc1cc(C)c2c(N)c(C#N)sc2n1

assay / entry	1	2	3	4	5	6	7	8
CXCR6 block	-4	-14	3	1	4	-2	-12	-4
UBC13 polyUb	-4	2	4	1	1	0	8	6
697 NFkB inh	22	-47	-1	8	3	10	18	-8
APJ antagonist	7	14	-7	22	-13	4	14	2
Jurkat NFkB inh	13	-42	13	22	-3	4	-3	5
CCR6 antagonist	-4	1	3	5	4	-2	1	7
EBI2 block	3	2	1	1	-5	8	-12	-10
Gli-Sufu block	0	-14	1	-4	1	0	3	-3

9) COc1cccc(/C=N/NC(=O)c2ccc3nc[nH]c3c2)c1
10) O=C(O)c1cc(-c2ccc3c(c2)OCO3)nc2ccc(Br)cc12
11) COc1ccc(OC)c(C(=O)CC2OC(=O)c3ccccc32)c1 (stereo not drawn)
12) COC(=O)c1ccccc1NC(=O)C1CCCN(S(=O)(=O)c2ccc(OC)cc2)C1 (stereo not drawn)
13) CCc1cc(=O)oc2cc(OS(C)(=O)=O)ccc12
14) CC(=O)OCC(=O)Nc1ccc([N+](=O)[O-])cc1Cl
15) CN1CCN(S(=O)(=O)c2ccc(N3CCN(c4ccc(O)cc4)CC3)c([N+](=O)[O-])c2)CC1
16) CC(C)CNc1cc(N2CCCC2)ccc1[N+](=O)[O-]

assay / entry	9	10	11	12	13	14	15	16
CXCR6 block	7	5	6	4	-1	-3	5	8
UBC13 polyUb	-16	-12	0	-2	3	5	-19	-21
697 NFkB inh	10	-1	17	-1	-1	10	-31	3
APJ antagonist	10	0	0	5	4	-4	-43	24
Jurkat NFkB inh	-1	-11	2	1	-12	16	-15	4
CCR6 antagonist	5	-7	0	16	9	5	5	21
EBI2 block	-12	-7	-1	-5	-3	-2	-19	7
Gli-Sufu block	-4	-23	16	0	0	-3	21	-2

17) CCN(CC)c1cc(Cl)nc(N)n1
18) O=c1c(-c2ccc(Cl)cc2)coc2c(CN3CCCCC3)c(O)ccc12
19) O=C(Nc1ccccc1C(=O)NCCCN1CCOCC1)c1cccc([N+](=O)[O-])c1
20) CN(C1CCCC1)C1CCN(C(=O)CNC(=O)/C=C/c2ccccc2)CC1
21) Cc1ccccc1NC(=S)NCc1ccco1
22) Cc1cc(=O)[nH]c(SCC(=O)Nc2ccc3c(c2)OCCO3)n1
23) Cc1nnc2ccc(-c3ccc(NC(=O)Cc4cccs4)cc3)nn12
24) O=C(CSC(=S)N1CCCCC1)Nc1ncc2c(n1)CC(c1ccco1)CC2=O (stereo not drawn)

assay / entry	17	18	19	20	21	22	23	24
CXCR6 block	2	13	-1	6	-3	-2	-16	-1
UBC13 polyUb	17	-4	1	5	16	0	14	1
697 NFkB inh	-5	-48	14	1	20	-2	36*	22
APJ antagonist	4	10	-15	-10	3	-5	-14	11
Jurkat NFkB inh	14	-19	-7	-2	12	-13	1	5
CCR6 antagonist	-3	0	4	9	5	0	9	33
EBI2 block	-2	-3	3	4	-4	7	1	2
Gli-Sufu block	2	17	-1	6	4	-5	11	-18

25) Nc1ccc(CCNc2ncnc3c2ncn3[C@@H]2O[C@H](CO)[C@@H](O)[C@H]2O)cc1
26) O=C(c1ccccc1)N1N=C(c2cccs2)CC1c1ccccc1O (stereo not drawn)
27) Cc1ccc(C)c(SCC(=O)OCC(=O)NCCNC(=O)COC(=O)CSc2cc(C)ccc2C)c1
28) Cc1oc2ccc(O)cc2c1C(=O)c1ccccc1
29) CC(C)c1ccc2[nH]c(O)c(N=NC(=O)c3ccc(CSc4nncn4C)cc3)c2c1
30) COc1cc(NC(=O)CCNC(=O)Cn2cnc3ccccc3c2=O)cc(OC)c1OC
31) CCc1nnc(NC(=O)Cc2ccc(OCc3c(C)noc3C)cc2)s1
32) COC(=O)c1sc2nc(CN3CCOCC3)nc(N3CCOCC3)c2c1C

assay / entry	25	26	27	28	29	30	31	32
CXCR6 block	3	4	7	-2	3	-1	-1	-5
UBC13 polyUb	0	5	12	4	0	1	-2	0
697 NFkB inh	15	-33	-7	-6	-6	7	22	4
APJ antagonist	5	11	-7	9	4	8	7	8
Jurkat NFkB inh	-8	-1	-2	3	3	6	3	-6
CCR6 antagonist	7	12	11	7	17	5	8	5
EBI2 block	1	-9	-1	0	-6	-3	-3	5
Gli-Sufu block	-19	11	6	-1	-9	2	9	-1

33) O=C(NCCc1ccc(Cl)cc1)C1CCN(C(=O)c2ccc(F)cc2)CC1
34) CCN(c1ccccc1)S(=O)(=O)c1ccc(C(=O)Nc2ccccc2OC)cc1
35) Cc1cc(N)nc(=O)n1C1CC(O)C(CO)O1 (stereo not drawn)
36) CCC(=O)N/N=C/c1ccc(-c2ccc(Cl)cc2)o1
37) COc1cc(N/C(N)=N/c2nc(C)cc(C)n2)cc(OC)c1
38) O=C(c1cnn(-c2nc3ccccc3s2)c1)c1ccccc1O
39) CC1=C(C(=O)N2CCCC(N3CCN(c4ccccc4C)CC3)C2)OCCO1 (stereo not drawn)
40) Cc1ccc(NC(=O)CCC(=O)N/N=C/c2ccco2)c(C)c1

assay / entry	33	34	35	36	37	38	39	40
CXCR6 block	-2	-3	-6	7	-3	-4	3	-4
UBC13 polyUb	-4	16	x	3	-2	1	-2	4
697 NFkB inh	3	8	x	-5	-18	-133	-8	-5
APJ antagonist	12	-7	x	3	16	16	-48	9
Jurkat NFkB inh	-6	3	x	-20	44	-74	10	9
CCR6 antagonist	17	17	2	-3	9	2	10	14
EBI2 block	6	4	-3	-4	-1	15	-3	-4
Gli-Sufu block	24	10	9	-12	4	-42	14	6

41) O=c1nc(SCc2cccc(C(F)(F)F)c2)nc2ccccn12
42) CC(C)CC1Nc2ccc(C(=O)NCc3ccc4c(c3)OCO4)cc2NC1=O (stereo not drawn)
43) COCCCNc1nc2c(c(=O)[nH]c(=O)n2C)n1CC(O)COc1ccccc1C (stereo not drawn)
44) CSCC[C@H](NC(=O)c1cccnc1)c1nnc2ccccn12
45) CSC1=NCCN1C(=O)Cc1cccc2ccccc12
46) CCCN1C(=O)/C(=C/c2ccccc2OCc2ccc(C(=O)O)cc2)NC1=S
47) CC(C)CC[n+]1ccn(-c2nc3ccccc3nc2[N-]S(=O)(=O)c2ccccc2)c1
48) COc1ccc(NC(=O)c2c(C)nn(Cc3ccccc3)c2C)cc1S(=O)(=O)N(C)C

assay / entry	41	42	43	44	45	46	47	48
CXCR6 block	-5	3	-3	5	-2	6	-12	3
UBC13 polyUb	3	2	-2	-1	19	-20	4	-1
697 NFkB inh	-2	16	2	-11	1	12	3	6
APJ antagonist	4	-10	-6	-4	16	4	11	-7
Jurkat NFkB inh	-17	4	13	18	8	-3	1	-7
CCR6 antagonist	1	14	3	-21	10	14	1	10
EBI2 block	0	-11	-1	-17	-1	1	2	8
Gli-Sufu block	27	1	0	-5	-5	3	21	19

49) O=C(OCc1cc(=O)n2ccsc2n1)C1(c2ccc(Cl)cc2)CC1
50) O=C(CSc1nnc(-c2ccncc2)n1C1CCCCC1)Nc1ccccc1
51) Cc1ccccc1/C=N/Nc1nc2ccccc2[nH]1
52) Cc1cccc(C(=O)N/C(=C/c2ccco2)C(=O)N2CCCCCC2)c1
53) COc1ccc(CN(C)C(=O)c2ccc(NC(=O)CC3SC(N4CCCCC4)=NC3=O)cc2)c(OC)c1 (stereo not drawn)
54) CCc1nc(Nc2ccc(OC)c(OC)c2)c2nnn(Cc3ccccc3Cl)c2n1
55) CN(C)C(CNS(=O)(=O)c1ccc(Cl)cc1F)c1ccco1 (stereo not drawn)
56) Cc1cc(CN(C)C)c(O)c(C2(C)CCCCC2)c1

assay / entry	49	50	51	52	53	54	55	56
CXCR6 block	1	-12	-3	4	-3	-7	4	-7
UBC13 polyUb	-26	3	2	-1	x	20	2	2
697 NFkB inh	-36	20	-24	11	x	-28	9	2
APJ antagonist	10	8	-15	14	x	3	8	6
Jurkat NFkB inh	4	4	-50	0	x	20	4	-4
CCR6 antagonist	26	-4	16	21	5	10	5	5
EBI2 block	-4	-11	-1	8	-2	11	-2	-3
Gli-Sufu block	0	7	-18	-33	-9	22	-13	4

57) O=c1c2c(-c3ccccc3)csc2nc2c3ccccc3c(NCCN3CCOCC3)nn12
58) CCc1nnc(NS(=O)(=O)c2ccc(NC(=S)NC(=O)c3cccnc3)cc2)s1
59) Cn1cc(CC(=O)NCc2ccc(F)cc2)c2ccccc21
60) N#CC1(NC(=O)COC(=O)/C=C/c2ccc3ccccc3n2)CCCCC1
61) COc1ccc(CC(C)CC(=O)Nc2ccc(OC)cc2)cc1 (stereo not drawn)
62) Cc1nc2cc(OCc3cc(C(=O)NC(C)c4cnn(C)c4)no3)ccc2s1 (stereo not drawn)
63) Cc1nc2c(-c3ccccc3)c(C)nn2c(C)c1CCC(=O)NC(C)CCc1ccco1 (stereo not drawn)
64) Cc1ccc(Cn2c(CN3CC(C)OC(C)C3)nc3c2c(=O)[nH]c(=O)n3C)cc1 (stereo not drawn)

assay / entry	57	58	59	60	61	62	63	64
CXCR6 block	-3	14	1	-7	-3	-3	3	-7
UBC13 polyUb	x	2	4	-10	8	2	6	11
697 NFkB inh	x	12	19	1	-7	17	0	10
APJ antagonist	x	-11	-6	2	2	6	5	-17
Jurkat NFkB inh	x	14	-30	2	-8	-3	14	2
CCR6 antagonist	21	26	6	-13	15	4	8	-5
EBI2 block	12	0	2	-4	8	-8	2	9
Gli-Sufu block	5	4	7	3	10	0	13	9

65) CCc1ccc(-n2c(=S)sc3c(=O)n(-c4ccccc4C)c(SCC(=O)O)nc32)cc1
66) Cc1ccccc1N=C(N)Nc1ccccc1C
67) CC1Cc2cc(/C(O)=C3/C(=O)C(=O)N(CCCN(C)C)C3c3ccncc3)ccc2O1 (stereo not drawn)
68) CCOC(=O)N1CCC(NC(=O)CCC(=O)N2CCOc3ccc(Cl)cc32)CC1
69) O=C(/C=C/c1ccccc1Cl)NCc1ccccc1

assay / entry	65	66	67	68	69
CXCR6 block	2	0	-7	-6	0
UBC13 polyUb	-8	-8	x	-6	2
697 NFkB inh	2	12	x	22	-17
APJ antagonist	11	6	x	-5	5
Jurkat NFkB inh	2	-2	x	-7	-8
CCR6 antagonist	12	-8	32	-3	-11
EBI2 block	1	-3	-4	3	24
Gli-Sufu block	-3	8	8	0	-42

# In the list so far, these have a furan ring, fused or not:
7) O=C(Nc1cccnc1)c1cccc(NC(=O)c2ccco2)c1
21) Cc1ccccc1NC(=S)NCc1ccco1
24) O=C(CSC(=S)N1CCCCC1)Nc1ncc2c(n1)CC(c1ccco1)CC2=O (stereo not drawn)
28) Cc1oc2ccc(O)cc2c1C(=O)c1ccccc1
36) CCC(=O)N/N=C/c1ccc(-c2ccc(Cl)cc2)o1
40) Cc1ccc(NC(=O)CCC(=O)N/N=C/c2ccco2)c(C)c1
52) Cc1cccc(C(=O)N/C(=C/c2ccco2)C(=O)N2CCCCCC2)c1
55) CN(C)C(CNS(=O)(=O)c1ccc(Cl)cc1F)c1ccco1 (stereo not drawn)
63) Cc1nc2c(-c3ccccc3)c(C)nn2c(C)c1CCC(=O)NC(C)CCc1ccco1 (stereo not drawn)

assay / entry	7	21	24	28	36	40	52	55	63
CXCR6 block	-12	-3	-1	-2	7	-4	4	4	3
UBC13 polyUb	8	16	1	4	3	4	-1	2	6
697 NFkB inh	18	20	22	-6	-5	-5	11	9	0
APJ antagonist	14	3	11	9	3	9	14	8	5
Jurkat NFkB inh	-3	12	5	3	-20	9	0	4	14
CCR6 antagonist	1	5	33	7	-3	14	21	5	8
EBI2 block	-12	-4	2	0	-4	-4	8	-2	2
Gli-Sufu block	3	4	-18	-1	-12	6	-33	-13	13

# Hits appear at their usual frequency; about 3% have a hit in one of these screens.
